Screens: PubChem BioAssay, Johns Hopkins Ion Channel Center
KCNQ2 block = KCNQ2 channel blockers in CHO-K1 cells – cell-based, FluxOR thallium flux, B-score, primary screen (AID 2156). O88943. 20 min; active compounds read low. B-score at 10 µM. 310,000 tested, 1.1% active;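 active = fluorescence ratio B-score at most minus 3 library SDs, with starting brightness B-score within 2 library SDs, cut at about -5.5 in these data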
Target sequence (O88943 whole entry, looked up): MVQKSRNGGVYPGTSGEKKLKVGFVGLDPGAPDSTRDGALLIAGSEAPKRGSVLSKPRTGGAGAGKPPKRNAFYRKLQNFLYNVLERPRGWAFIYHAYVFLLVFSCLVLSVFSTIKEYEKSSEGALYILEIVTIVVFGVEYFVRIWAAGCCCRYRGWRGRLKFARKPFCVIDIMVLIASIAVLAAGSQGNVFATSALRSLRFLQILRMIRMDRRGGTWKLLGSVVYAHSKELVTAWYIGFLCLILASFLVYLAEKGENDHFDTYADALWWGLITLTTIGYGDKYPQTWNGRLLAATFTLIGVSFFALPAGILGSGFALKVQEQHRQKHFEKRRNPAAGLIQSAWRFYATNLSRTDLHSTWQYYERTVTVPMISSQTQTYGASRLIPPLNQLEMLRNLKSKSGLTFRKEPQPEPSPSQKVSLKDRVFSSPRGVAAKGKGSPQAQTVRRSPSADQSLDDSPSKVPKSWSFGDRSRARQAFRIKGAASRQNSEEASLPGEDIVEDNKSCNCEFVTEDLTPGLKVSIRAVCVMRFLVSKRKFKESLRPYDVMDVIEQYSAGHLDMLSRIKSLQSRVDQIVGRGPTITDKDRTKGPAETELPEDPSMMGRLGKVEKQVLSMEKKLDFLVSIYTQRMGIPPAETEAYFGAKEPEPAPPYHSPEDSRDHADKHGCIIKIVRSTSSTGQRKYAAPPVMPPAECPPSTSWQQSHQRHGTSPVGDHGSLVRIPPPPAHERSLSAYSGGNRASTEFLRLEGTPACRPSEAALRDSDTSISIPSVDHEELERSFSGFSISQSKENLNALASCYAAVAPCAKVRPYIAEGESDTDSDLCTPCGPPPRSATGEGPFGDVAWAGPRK
Kir21 block = blocks the mouse Kir2.1 inward-rectifier potassium channel; B-score at 10 µM; AID 1672; HEK293-Kir2.1, FluxOR thallium flux fluorescence; active compounds read low; 310,000 tested, 0.85% active;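 active = fluorescence ratio B-score at or below minus 3 SD of library scores, with starting-brightness B-score within 2 SD, cut at about -4.2 in these data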;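 also: channel flux triggered by added potassium and thallium sulfate stimulus; B-score of peak minus minimum fluorescence over baseline after thallium stimulus; more negative B-score means stronger Kir2.1 block with less thallium influx; some compounds called inactive have numbers as strong as hits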
An asterisk follows results filed as active; i = inactive.

smiles	KCNQ2 block	Kir21 block
O=S(=O)(NC(=NCc1ccccc1)c1ccc(F)cc1)c1ccc(Cl)cc1	i	-0.39
O=C(Nc1cccc(-c2nc3cccnc3s2)c1)C1c2ccccc2Oc2ccccc21	i	1.3
COc1ccc(S(=O)(=O)N2CCC(C(=O)Oc3c(OC)cccc3OC)CC2)cc1OC	i	-0.24
Cc1[nH]n(C(N)=S)c(=O)c1N=Nc1ccc(Br)cc1	i	0.42
COc1ccc(/C=C2/C(=O)C(C)(C(C)C)CCC2C)cc1 (stereo not given)	i	0.04
Cc1nc2sc(C(c3ccc(Cl)cc3)N3CCOCC3)c(O)n2n1 (stereo not given)	i	1.03
CCOc1ccc(Nc2nc(Cc3nnc(SCC(=O)c4ccc(C)cc4)o3)cs2)cc1	i	-0.54
CCc1nnc(NC(=O)c2ccc(Br)c(S(=O)(=O)N3CCOCC3)c2)s1	i	-1.48
Cc1ccc(Cn2nnc3c(=O)[nH]c(C4CCN(S(=O)(=O)c5ccc(C)cc5)CC4)nc32)cc1	i	0.86
CCOc1ccc(N=Cc2ccc3ccccc3c2)cc1	i	-1.11
CC1C2CC(C(S(=O)(=O)N3CCOCC3)C2=O)C1(C)C (stereo not given)	i	-0.79
CCS(=O)(=O)N1CCC(C(=O)NCc2ccc3c(c2)OCO3)CC1	i	0.06
OC1=C(O)c2nc3cc(C(F)(F)F)ccc3nc21	i	0.23
C=C(C)CSc1nncn1/N=C/c1ccc(OC)cc1	i	0
CN(C)S(=O)(=O)N1CCC(Oc2ccc(C(=O)N3CCCCCCC3)cc2)CC1	i	-0.17
COc1ccc(S(=O)(=O)N2CCOC2CNC(=O)C(=O)NCc2ccncc2)cc1C (stereo not given)	i	1.73
O=S(=O)(c1ccccc1)C1CON(Cc2ccccc2)C1c1ccccc1 (stereo not given)	i	-2.08
COc1ccccc1NC(=O)CCC(=O)N/N=C(/C)c1ccc(C)cc1	i	1.81
Cc1ccc(NC(=O)CN(C)S(=O)(=O)c2ccc3c(c2)c(=O)n(C)c(=O)n3C)cc1	i	1.5
Cc1[nH]c2ccc(Br)cc2c(=O)c1CN1CCCCCC1	i	1.27
Cc1ccc(S(=O)(=O)NNc2ccccc2)cc1	i	-1.28
CCOC(=O)C1CCCN(C(=O)c2cccc(S(=O)(=O)N3CCOCC3)c2)C1 (stereo not given)	i	1.24
Cc1cc(=O)oc2cc(NC(=O)c3ccccc3OC(F)F)ccc12	i	0.95
COc1ccc(S(=O)(=O)N2CCC(C(=O)N3CCCCCC3)CC2)cc1	i	-1.68
Cc1cc(CN(C)Cc2c(C(=O)N3CCCCCCC3)nc3ccc(Cl)cn23)n[nH]1	i	-0.39
O=C(C1CCCCC1)N1CCC(CO)(Cc2ccccc2Cl)CC1	i	-0.04
CC1CCN(CC(=O)Nc2ccc(S(=O)(=O)N3CCC(C)CC3)cc2)CC1	i	-1.96
O=C(Nc1nnc(-c2ccccc2Cl)o1)c1ccco1	i	-1.12
COc1ccc(-c2cc(C(=O)N3CCCC(C(F)(F)F)C3)c3ccccc3n2)cc1OC (stereo not given)	i	0.61
Cc1ccsc1C(C(=O)NC(C)(C)C)N(Cc1ccco1)C(=O)c1csnn1 (stereo not given)	i	-0.5
Nc1ccc2c(c1)C/C(=C/c1ccco1)C2=O	i	-5.97
O=c1oc2cc(OCc3ccc(F)cc3F)ccc2cc1-c1ccccn1	i	0.19
Cc1c(C#N)c2ccccc2n1CC(=O)NCc1ccccc1	i	1.54
Cc1onc(-c2c(Cl)cccc2Cl)c1/C(N)=N/OC(=O)C1CC1	i	-0.34
Cc1nc(N)sc1-c1csc(Nc2ncccn2)n1	i	0.42
CCCCn1nc2cc(C(=O)NCCCCc3ccccc3)ccc2c1OCC	i	-0.02
CCOc1ccc(NC(=O)C2CCC(C)(C(=O)O)C2(C)C)cc1 (stereo not given)	i	-0.56
COCCC(=O)N1CCC(Oc2ccc(C(=O)N3C[C@@H]4CCC[C@H]3C4)cc2)CC1	i	-2.56
O=C(COC(=O)c1ccccc1Br)Nc1nnc(-c2ccccc2)o1	i	-0.38
COc1ccc(CC2(CO)CCN(C(C)Cc3ccc(Cl)cc3)CC2)cc1 (stereo not given)	i	-0.42
COc1ccc(-c2cc(-c3ccccc3)nc(Cl)n2)cc1OC	i	1.01
O=C(O)c1ccccc1C(=O)N1CCN(c2ccccc2)CC1	i	0.98
CCC(=O)Nc1ccc(C(=O)CSc2nc3ccc(C)cc3[nH]2)cc1	i	1.56
CSc1nn2cc(CCN3CCOCC3)c(-c3ccc(F)cc3)nc2c1C#N	i	1.75
Nc1nnc(SCC(=O)OCc2ccc(Cl)c(Cl)c2)s1	i	2.12

3 compounds drawn at random from those above, as already listed:
smiles	KCNQ2 block	Kir21 block
Cc1c(C#N)c2ccccc2n1CC(=O)NCc1ccccc1	i	1.54
Cc1nc(N)sc1-c1csc(Nc2ncccn2)n1	i	0.42
O=c1oc2cc(OCc3ccc(F)cc3F)ccc2cc1-c1ccccn1	i	0.19

More entries
smiles	KCNQ2 block	Kir21 block
CC(=O)c1cccc(S(=O)(=O)N2CCCC(c3nc4c(nnn4Cc4ccc(C)cc4)c(=O)[nH]3)C2)c1 (stereo not given)	i	-1.65
O=C(CS(=O)c1cccc(C(F)(F)F)c1)Nc1ccc(Cl)cc1Cl (stereo not given)	i	1.54
COC(=O)c1cc(-c2ccccc2)sc1NC(=O)c1cc(C)on1	i	-0.51
CN(C)CCOc1ccc(Cl)cc1C(C)(C)C	i	-4.91*
O=C(Nn1cnnc1)c1cc([N+](=O)[O-])cc([N+](=O)[O-])c1	i	0.33
O=C(CC1(O)C(=O)Nc2ccccc21)c1cccnc1 (stereo not given)	i	0.65
O=C1CCCN1CCCNS(=O)(=O)c1ccc(F)cc1F	i	-0.22
O=C(Cn1ccccc1=O)c1cccs1	i	0.97
COC(=O)C1=C(C)N(C)C(=O)NC1c1ccc(O)c(OC)c1 (stereo not given)	i	0.41
Cc1cc(Oc2nnnn2-c2ccccc2)ccc1Cl	i	-1.79
CCOC(=O)Cc1cc(=O)n2[nH]c(C)c(C#N)c2n1	i	-0.04
FC(c1nc2ccccc2[nH]1)C(F)(F)F (stereo not given)	i	0.56
CCOC(=O)C1(CCOC)CCN(C(C)CCc2ccc(OC)cc2)CC1 (stereo not given)	i	1.32
CC(C)CC(=O)c1c[nH]c(C(=O)NCCCN2CCOCC2)c1	i	-0.09
CCN(CC(=O)Nc1c(F)cccc1F)C(=O)c1cc(C)oc1C	i	0.49
CNC(=S)N1N=C(c2ccc(OC)cc2)CC1c1ccccc1Cl (stereo not given)	i	-1.23
CCOC(=O)C1=NN(C(C)=O)C2(CC(=O)N(c3cc(C)cc(C)c3)C2=O)C1 (stereo not given)	i	0.37
COc1ccc(S(=O)(=O)N(CCc2ccccc2)CC(=O)NC(C)C)cc1	i	-0.77
COc1ccc(C(=O)Nc2c3c(nn2-c2cccc(Cl)c2)CS(=O)C3)cc1 (stereo not given)	i	0.02
COC(=O)Cn1c(Cc2ccccc2)nc2ccccc21	i	-0.25
CC1CC(OCC(O)CN2CCCCC2C)CC(C)(C)C1 (stereo not given)	i	0.6
COc1cc(/C=N/NC(=O)c2ccoc2C)ccc1OCCN1CCCCC1	i	0.11
Fc1ccc(-c2ccnc(=S)[nH]2)cc1	i	0.36
CCOc1ccc(-c2nnn(CC(=O)NCc3ccco3)n2)cc1	i	-1.93
COc1ccc(-n2cnc3c(sc4nccc(N(C)C)c43)c2=O)cc1	i	-0.27
COc1cc(NC(=S)NCCCN2CCOCC2)cc(OC)c1	i	-0.16
Cc1cc(NC(=O)c2ccc(F)cc2)n(C)n1	i	-0.63
COc1cccc(C2C=C(c3ccc(OC)cc3OC)Nc3nnnn32)c1 (stereo not given)	i	0.71
NC1=NC[C@H](c2ccccc2)N1CCc1cccc(F)c1	i	-0.63
O=C(CCc1nc2ccccc2c(=O)[nH]1)NNC(=O)c1ccccc1Cl	i	-4.83e-16
CC(=O)Nc1ccc(NC(=O)c2cccc(-c3cc4ccccc4oc3=O)c2)cc1	i	-0.01
CCOC(=O)CN1C(=O)C(O)=C(C(C)=O)C1c1ccc([N+](=O)[O-])cc1 (stereo not given)	i	0.44
O=C1S/C(=C/c2ccc(N3CCOCC3)o2)C(=O)N1Cc1c(F)cccc1Cl	i	0.01
O=C(OCc1ccccc1)C1=NNC2C(=O)N(c3ccc(Br)cc3)C(=O)C12 (stereo not given)	i	0.45
CCCC(C(=O)NCCC(C)C)N(Cc1ccccc1)C(=O)c1snc(C(N)=O)c1N (stereo not given)	i	0.15
c1ccc2sc(NCC3CCCO3)nc2c1 (stereo not given)	i	-0.45
Cc1cc(NC(=O)c2cc(C(C)C)on2)no1	i	-0.42
CSCCC(NS(=O)(=O)c1ccc(C)cc1)C(=O)N1CCN(C(C)=O)CC1 (stereo not given)	i	1.02
COc1ccc(NC(=S)NCc2cccs2)c(OC)c1	i	0.82
CC(C)(C)c1ccc(OCC(=O)O/N=C(\N)c2ccncc2)cc1	i	0.75
Cc1ccc(C(=O)Nc2ccc3c(c2)C(=O)N(CC2CCCO2)C3=O)cc1 (stereo not given)	i	-0.73
COc1cc(OC)cc(C(=O)NCC2CCCN(Cc3ccc(SC)cc3)C2)c1 (stereo not given)	i	-0.26
COc1ccc(/C=C2\SC(=O)N(CC(=O)Nc3ccc(F)cc3)C2=O)cc1O	i	-0.12
COc1ccc(NC(=O)COc2ccc(C(=O)OCC(=O)N(C(C)C)C(C)C)cc2OC)cc1	i	0.76
COc1ccccc1Oc1ccc(Oc2ccccc2OC)cc1	i	0.96
COc1ccc(NS(=O)(=O)c2csc(C(=O)N3CCCC3)c2)c(OC)c1	i	-0.74
CCc1cc2c(cc3c(=O)n(CC(=O)N4CCN(C)CC4)ncn32)s1	i	0.93
CCC1CCCCN1C(=O)CSc1nc2c(c(=O)n(C)c(=O)n2C)n1C (stereo not given)	i	0.42
CCOc1cc(C(=O)OCC(=O)N(C)c2ccccc2)cc(OCC)c1OCC	i	-1.83
CCn1nnc(NC(=O)COc2ccc(C3CCCCC3)cc2)n1	i	0.54
Cc1cc(=O)n2nc(N3CCCC(C(=O)NCc4ccccc4C)C3)sc2n1 (stereo not given)	i	1.34
COc1ccc(C(=O)NCC(=O)NCC(=O)OCc2ccc(Cl)cc2)cc1	i	-0.79
O=C(NCc1cn2ccsc2n1)c1c(F)cccc1Cl	i	-1.27
CC(=O)Nc1ccc(NC(=O)CCCNC(=O)c2ccc(Cl)cc2)cc1	i	0.93
O=C(NCc1ccccn1)c1cccn1-c1ncc(C(F)(F)F)cc1Cl	i	0.07
CCn1c(CNC(=O)COc2c(C)cccc2C)nnc1SCC(=O)Nc1nccs1	i	-1.16
Cc1ccc(C(=O)N2CCCC(Nc3ccc(C(C)C)cc3)C2)cn1 (stereo not given)	i	0.12
Cc1cccc(NC(=O)COC(=O)CNC(=O)C2CCCCC2)c1	i	-1.74
O=C(COC(=O)[C@H](Cc1ccccc1)NC(=O)c1cccs1)Nc1ccccc1C(F)(F)F	i	-0.06
O=C(c1c[nH]c(C(=O)N2CCN(Cc3ccccc3)CC2)c1)C1CCCCC1	i	0

By substructure: the compounds so far containing a tert-butyl group.
smiles	KCNQ2 block	Kir21 block
Cc1ccsc1C(C(=O)NC(C)(C)C)N(Cc1ccco1)C(=O)c1csnn1 (stereo not given)	i	-0.5
CN(C)CCOc1ccc(Cl)cc1C(C)(C)C	i	-4.91*
CC(C)(C)c1ccc(OCC(=O)O/N=C(\N)c2ccncc2)cc1	i	0.75

Carrying on:
smiles	KCNQ2 block	Kir21 block
COC(=O)c1ccc(Oc2nc(N3CCCCC3)nc(N3CCOCC3)n2)cc1	i	-0.89
COc1ccc(C(c2c(C)n(C)n(-c3ccccc3)c2=O)c2c(C)n(C)n(-c3ccccc3)c2=O)cc1O	i	1.58
Cc1cc(C)n2nc(C(=O)OCC(=O)N3C(C)CCCC3C)nc2n1 (stereo not given)	i	0.09
CCC(=O)N1CCN(c2ccc(NC(=O)c3ccc(N4CCCC4)c([N+](=O)[O-])c3)cc2)CC1	i	0.19
Cn1c(/C(C#N)=C(\O)c2cc(Cl)sc2Cl)nc2ccccc21	i	0.47
CCC(C)Sc1nnc(CNC(=O)C23CC4CC(CC(C4)C2)C3)n1C1CCCCC1 (stereo not given)	i	1.8
O=S(=O)(c1ccc(Oc2ccc(S(=O)(=O)N(CCO)CCO)cc2)cc1)N(CCO)CCO	i	-1.38
Cc1ccc(-c2nc3c4ccccc4ccn3c2CN2CCCCC2)cc1	i	1.13
Cc1ccc(S(=O)(=O)NCCN=C(CN2CCOCC2)NS(=O)(=O)c2ccc(C)cc2)cc1	i	0.4
CC(=O)Nc1ccc(OCC(=O)c2cc(C)ccc2C)cc1	i	0.33
CCN1C(=O)[C@H]2[C@@H](c3ccc(OC)cc3)N3C(=O)CN(Cc4ccccc4)C(=O)[C@@]3(C)[C@H]2C1=O	i	-0.48
CC(C)CC1NC(=O)N(CC(=O)N2CCN(S(=O)(=O)c3ccc4ccccc4c3)CC2)C1=O (stereo not given)	i	-1.75
CS(=O)(=O)N1CCN(c2ncccn2)CC1	i	1.09
